Tb PFK inh: qHTS Assay to Find Inhibitors of T. brucei phosphofructokinase; ATP-dependent 6-phosphofructokinase (Trypanosoma brucei brucei), O15648; T. brucei PFK, ADP-Glo luminescence; Potency, µM (doses to about 57.5 µM), for the others: top-dose activity, negative = inhibition, hits mostly inhibitors; 0.17% of 330,000 active;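 also: potency is read from the fitted curve at half-maximal effect; 0% = uninhibited 1x PFK enzyme wells and -100% = no-enzyme wells; nearly all actives have a fitted effect of over 60% in size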
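Compounds were pin-transferred as a titration series up to 57 uM into substrate buffer (0.5 mM F6P, 0.1 mM ATP, pH 8.0), then 1.25 nM PFK was added and reactions ran 45 min before ADP-Glo detection.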
TRPV1 ag: HTS Assay for Compounds that Act as Agonists of the Vanilloid Receptor 1; Transient receptor potential cation channel subfamily V member 1 (Homo sapiens), Q8NER1; TRPV1-expressing cells, Fluo-8 calcium influx, agonist mode; activation, % at 8.33 µM; 0.19% of 320,000 active; AID 540275, 2011; in the data active = activation above about 80%; also: 0% is about no effect
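TRPV1-expressing cells were cultured overnight at 35.5C and loaded with Fluo-8 calcium dye for 40 to 90 min at room temperature. After a 10 s baseline, compound was added and calcium influx was read kinetically for 3 min (ex 480/em 520 nm).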
FLuc modulator: qHTS profiling assay for firefly luciferase inhibitor/activator using purifed enzyme and Km concentrations of substrates (counterscreen for miR-21 project) | Luciferin 4-monooxygenase (Photinus pyralis), P08659 | purified FLuc, Km substrates, luminescence inhibition | Potency, µM (highest dose often 57.5 µM), without a hit: top-dose activity change, negative = inhibition, hits mostly inhibitors | 6.9% of 360,000 active | AID 588342, 2011;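 also: potency is read from the fitted curve at half-maximal effect; plate controls were vehicle for no effect and reference inhibitor for full effect; nearly all actives have a fitted effect of over 55% in size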
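Purified P. pyralis luciferase, 10 nM final, with Km-level 10 uM D-luciferin and 10 uM ATP in 50 mM Tris acetate pH 7.5, 10 mM Mg acetate, 0.01% Tween-20, 0.05% BSA; 6-point qHTS titration about 60 µM downward; luminescence read.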
NPC1 promoter act: qHTS Assay for NPC1 Promoter Activators; Huh7 NPC1 promoter luciferase reporter, 24 h; 2.4% of 320,000 active; Potency, µM (top dose mostly 9.22 µM), inactives show at the top dose activation, actives largely listed as activators;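 also: potency is read from the fitted curve at half-maximal effect; % of control where 0% means no effect; nearly all actives have a fitted effect of over 60% in size; reporter is driven by a mutant NPC1 promoter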
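Quantitative HTS used a cell-based reporter: Huh7 cells stably bearing the NPC1 promoter upstream of luciferase were treated with compounds for 24 h, and promoter activation was read as luminescence.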
VP16 counter: VP16 counterscreen qHTS for inhibitors of ROR gamma transcriptional activity; Drosophila S2 Gal4-VP16 UAS-luciferase, luminescence, 20 h; Potency, µM (top dose mostly 53.6 µM), inactives show at the highest dose activity, negative = inhibition, actives largely listed as inhibitors; 3.5% of 310,000 active;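 also: Gal4-VP16 expression switched on by copper sulfate through the metallothionein promoter; potency is read from the fitted curve at half-maximal effect; % is scaled to controls: 0 for no effect and ±100 for the full control effect; nearly all actives have a fitted effect of over 50% in size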
ELG1 genotox: qHTS screen for small molecules that induce genotoxicity in human embryonic kidney (HEK293T) cells expressing luciferase-tagged ELG1; HEK293T ELG1-luciferase reporter, luminescence, 16 h; Potency, µM (top dose mostly 46 µM), for inactives: at the highest dose activity change, positive = activation, usual class: activators; 1.3% of 330,000 active; AID 504466, 2011; also: potency is read from the fitted curve at half-maximal effect; % of control where 0% means no effect; nearly all actives have a fitted effect of over 60% in size
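Luminescence read-out: rising ELG1-luciferase signal, reflecting elevated ELG1 protein under genetic stress, flags genotoxic compounds. Cells were treated for 16 hr at 37 °C before ONE-Glo detection.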
BRCA1 expr act: qHTS Assay to Identify Small Molecule Activators of BRCA1 Expression | MCF7-BRCA1-FFLuc reporter, luminescence, 48 h; response scale: scaled: vehicle 0%, 10 µM genistein 100% | Potency, µM (doses to about 46.1 µM), without a hit: at the top dose activation, most hits filed as activators | 1.1% of 380,000 active; also: potency is read from the fitted curve at half-maximal effect; nearly all actives have a fitted effect of over 80% in size; some results filed as inactive show a strong effect at the top dose
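Compounds are tested at multiple concentrations on MCF7 BRCA1-luciferase reporter cells seeded at 2000 per well; after 48 h, a single luminescence end-point is taken and curves fitted to the normalized data.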
Rab9 prom act: qHTS Assay for Rab9 Promoter Activators; Huh7 Rab9 promoter-luciferase reporter, luminescence, 24 h; Potency, µM (series often up to 9.22 µM), for inactives: at the top dose activation, negative = inhibition, actives largely listed as activators; 2.8% of 320,000 active; also: potency is read from the fitted curve at half-maximal effect; % of control where 0% means no effect; nearly all actives have a fitted effect of over 60% in size
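Cells were plated at 1500 per well in reduced-serum medium with 10% FBS and left 2 h. Compound in DMSO was then added for 24 h at 37 °C. Reporter signal was read by luminescence after 10 min with luciferase detection reagent.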
RORg inh: qHTS for inhibitors of ROR gamma transcriptional activity; Nuclear receptor ROR-gamma (Mus musculus), P51450; Drosophila S2 Gal4-RORgamma UAS-luciferase reporter, 20 h; Potency, µM (series often up to 53.6 µM), without a hit: at the top dose activity change, negative = inhibition, hits mostly inhibitors; 5.4% of 310,000 active; AID 2551, 2010; also: potency is read from the fitted curve at half-maximal effect; % is scaled to controls: 0 for no effect and ±100 for the full control effect; nearly all actives have a fitted effect of over 60% in size
Target sequence (P51450 whole entry, looked up, the tested form may be a part): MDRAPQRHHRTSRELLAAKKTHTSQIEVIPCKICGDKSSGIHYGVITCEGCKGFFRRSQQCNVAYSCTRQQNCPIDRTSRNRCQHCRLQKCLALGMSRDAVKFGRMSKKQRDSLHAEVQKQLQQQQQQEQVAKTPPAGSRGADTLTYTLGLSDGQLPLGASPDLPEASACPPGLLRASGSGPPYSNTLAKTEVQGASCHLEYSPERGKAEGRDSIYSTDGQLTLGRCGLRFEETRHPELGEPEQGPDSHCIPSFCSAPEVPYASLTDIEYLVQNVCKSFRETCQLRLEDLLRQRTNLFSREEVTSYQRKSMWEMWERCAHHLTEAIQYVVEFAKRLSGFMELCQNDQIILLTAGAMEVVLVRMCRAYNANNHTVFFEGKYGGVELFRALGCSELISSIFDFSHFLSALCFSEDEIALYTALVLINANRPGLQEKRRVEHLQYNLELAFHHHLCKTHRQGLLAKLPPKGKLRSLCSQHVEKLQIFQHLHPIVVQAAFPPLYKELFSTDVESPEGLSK
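Drosophila Schneider cells stably carrying a metallothionein-driven Gal4 DBD–ROR gamma fusion and a UAS-Photinus luciferase reporter were exposed to compound for 1 hr, then induced with copper sulfate (700 uM final) for 20 hr at ambient temperature before luminescence reading.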
ELG1 DNA repair: qHTS screen for small molecules that inhibit ELG1-dependent DNA repair in human embryonic kidney (HEK293T) cells expressing luciferase-tagged ELG1; Potency, µM (series often up to 46.1 µM), inactives show at the highest dose activity change, negative = inhibition, hits mostly inhibitors; 2.3% of 330,000 active; HEK293T ELG1-luciferase reporter, luminescence, 16 h; DNA damage induced by 5-fluorouridine; AID 504467, 2011; also: potency is read from the fitted curve at half-maximal effect; % is scaled to controls: 0 for no effect and ±100 for the full control effect; nearly all actives have a fitted effect of over 55% in size
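Luminescence from the luciferase reporter, measured 30 min after ONE-Glo reagent at room temperature, was the read-out. Beforehand, 2,000 cells per well were exposed for 16 hr at 37 °C to 5-fluorouridine together with compound or vehicle.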
p53 reactivation: qHTS assay for re-activators of p53 using a Luc reporter; Potency, µM (doses to about 92.2 µM), for inactives: top-dose activity change, positive = activation, actives largely listed as activators; AID 504706, 2011; H1299 p53-A138V BP100-luciferase reporter, luminescence, 24 h; 0.063% of 320,000 active; also: potency is read from the fitted curve at half-maximal effect; % of control where 0% means no effect; nearly all actives have a fitted effect of over 45% in size
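H1299 (p53-null), stable ts p53-A138V + BP100-Luc; 1000 cells/well, Opti-MEM/10% FBS; cpd 4 pt, 1:5; 24 h, 37 deg C, 5% CO2; detection reagent 10 min RT; luminescence.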
* = called active by the depositor; & = joins results of further samples. Unless noted, calls follow the shape of the dose curve; as a rule, active = well fitted curve in the direction sought with a large enough effect; inconclusive = small, poorly fitted or top-dose-only effect, or another doubt; inactive = no such curve, though single readings can be large; an effect the other way counts as inactive or inconclusive. This is a subset; the hit share may differ from the screen's.

SMILES | Tb PFK inh | TRPV1 ag | FLuc modulator | NPC1 promoter act | VP16 counter | ELG1 genotox | BRCA1 expr act | Rab9 prom act | RORg inh | ELG1 DNA repair | p53 reactivation
O=C(CCN1CCN(CCO)CC1)N1c2ccccc2Sc2ccc(C(F)(F)F)cc21 | -1% | 0 | 6% | -4% | -4%&-4% | -1% | -19% | -5% | 43%&1% | -1% | 16%
